Screens from PubChem BioAssay.
GPR151 activ: activates the human receptor GPR151; Q8TDV0; 1% of 650,000 active; AID 1508602; PathHunter beta-arrestin GPR151 cells, luminescence; activation, % at 11.2 µM; in the data active means activation above about 4.9%;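 further: 0% = median of compound wells and 100% = cells with positive control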
MITF primary: inhibitors of human MITF; 0.91% of 650,000 active; inhibition, % at 2.6 µM; AlphaScreen MITF homodimerization, bead proximity signal; O75030; in the data active means inhibition above about 50%;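 further: 0% = vehicle wells with protein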
FBW7 act: human FBW7 E3 ligase activation, primary screen | AlphaScreen FBW7–phospho-cyclin E peptide binding, activator screen | 0.13% of 650,000 active | AID 1259310 | normalized activity (activation), % at 26.1 µM | Q969H0; in the data active means normalized activity above about 1.9%;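 further: purified mutant Fbw7 with reduced substrate affinity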
Target sequence (Q969H0 whole entry, looked up): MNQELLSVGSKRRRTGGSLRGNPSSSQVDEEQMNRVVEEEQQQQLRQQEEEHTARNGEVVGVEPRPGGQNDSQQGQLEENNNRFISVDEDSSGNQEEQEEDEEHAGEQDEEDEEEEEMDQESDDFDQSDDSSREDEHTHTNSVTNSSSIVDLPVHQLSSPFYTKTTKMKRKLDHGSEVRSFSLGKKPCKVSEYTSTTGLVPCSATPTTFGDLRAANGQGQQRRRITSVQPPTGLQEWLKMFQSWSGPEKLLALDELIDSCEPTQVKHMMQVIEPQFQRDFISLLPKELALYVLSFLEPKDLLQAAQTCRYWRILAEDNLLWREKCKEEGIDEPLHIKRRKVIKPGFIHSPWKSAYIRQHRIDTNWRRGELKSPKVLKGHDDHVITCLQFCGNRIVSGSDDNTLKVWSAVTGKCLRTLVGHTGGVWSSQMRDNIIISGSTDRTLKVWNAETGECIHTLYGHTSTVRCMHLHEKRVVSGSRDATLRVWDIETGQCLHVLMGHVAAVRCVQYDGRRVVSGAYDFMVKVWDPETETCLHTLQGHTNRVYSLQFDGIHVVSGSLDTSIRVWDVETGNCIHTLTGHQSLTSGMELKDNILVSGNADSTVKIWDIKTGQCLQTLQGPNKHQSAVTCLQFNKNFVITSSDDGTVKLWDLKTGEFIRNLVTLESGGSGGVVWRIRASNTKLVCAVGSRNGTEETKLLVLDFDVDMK
TEAD-YAP inh: TEAD-YAP interaction inhibition | inhibition, % at 9.12 µM | HEK-TIYL cells, TEAD-Gal4/YAP UAS-luciferase luminescence | 1.4% of 640,000 active; in the data active means inhibition above about 32%;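 further: 0% = median of test compound wells and 100% = reference inhibitor wells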
Numbers without * were called inactive; & = joins results of further samples.

Sequence of screens: GPR151 activ, MITF primary, FBW7 act, TEAD-YAP inh
> O=C(C1CCN(Cc2ccc(F)cc2)CC1)N(CCO)Cc1ccccc1
    1.3, 21, 0.4, 10
> Cc1ccc(-c2c(C#N)c(N)nc3c2CCCCCC3)o1
    -0.2, -11, 0.0, -3
> Cn1c(N2CCN(S(=O)(=O)c3ccc(Cl)s3)CC2)nc2ccccc21
    1.4, 1, -0.1, 9
> O=C(CN1CCN(CC(=O)Nc2ccc(Br)cc2)CC1)Nc1ccc(F)cc1
    -0.4, 9, 1.1, 5
> COc1ccc(C(c2ccccn2)N(C)C(=O)C2CCN(C(=O)c3cccs3)CC2)cc1 (stereo unspecified)
    -0.2, 4, -0.2, 0
> CCn1cnc2c1c(=O)n(Cc1cccc([N+](=O)[O-])c1)c(=O)n2Cc1ccccc1
    1.1, 10, 0.3, -18
> COc1ccc(NC(=O)CNCCC2=CCCCC2)cc1
    4.0, -9, -0.3, -48
> COc1ccc(CCN2C(=O)CC(C(=O)Nc3cccc(Cl)c3)SC2=Nc2cccc(C(F)(F)F)c2)cc1OC (stereo unspecified)
    0.5, -14, 0.0, -8
> O=[N+]([O-])c1ccc(S(=O)(=O)Nc2ccc(OCc3ccccc3)cc2)cc1
    0.3, -9, -0.2, 3
> COc1ccc(OCCn2c(NC(=O)c3ccco3)nc3ccccc32)cc1
    1.1, 4, -0.4, 6
> Cc1ccc(C)c(C(=O)COC(=O)C2COc3ccccc3O2)c1 (stereo unspecified)
    -1.0, 2, 0.2, 0
> COc1cc(/C=C/C(=O)O)ccc1OCC(=O)Nc1ccccc1
    1.6, -3, -0.1, -6
> CCCCn1c(CNC(=O)c2ccc(OC)c(OC)c2)nnc1SCC(=O)Nc1sc2c(c1C(=O)OCC)CCCC2
    -1.0, -14, -0.1, 0
> Cc1ccc(C(C)C)c(OCC(=O)N2CCN(c3ccc([N+](=O)[O-])cc3)CC2)c1
    -1.4, -7, -0.2, 0
> COC(=O)c1c(NC(=O)c2cccs2)sc(C(=O)N(C)C)c1C
    0.3, -9, -0.1, 2

The listing continues.
Sequence of screens: GPR151 activ, MITF primary, FBW7 act, TEAD-YAP inh
> CCOc1ccccc1C(=O)Nc1cccc(C)c1C
    0.0, -12, 0.3, -8
> CSc1ccc(Cl)c(C(=O)NCc2ccco2)c1
    0.5, -24, -0.2, -3
> O=C(Nc1ccccc1)O/N=C(\c1ccccc1)c1ccncc1
    0.7, 0, -0.3, -10
> O=C(NCCN1C(=O)S/C(=C\c2cccs2)C1=O)c1ccc[n+]([O-])c1
    0.7, 40, 0.0, -7
> CC(=O)Nc1ccc2[nH]c(C)c(CC=C(Cl)Cl)c(=O)c2c1
    -2.3, 13, 0.0, 6
> COC(=O)c1ccc(NS(=O)(=O)c2ccc(OC)c(Br)c2)cc1
    1.9, 18, 0.0, 9
> CC(=O)N1CCN=C1SCc1ccccc1Cl
    0.0, -3, 0.0, 1
> CCn1c(SCC(=O)Nc2cccc(NC(C)=O)c2)nnc1-c1cccs1
    0.4, -6, -0.1, 0
> CCN1CCCC1CNS(=O)(=O)c1cccc2cccnc12 (stereo unspecified)
    -0.6, -2, -0.1, -4
> O=C(CN1CCC(O)(c2ccccn2)CC1)NCCc1ccc(F)cc1
    -0.3, -4, 0.3, -1
> COc1ccccc1C(=O)NC(=S)NNC(=O)c1ccc(NC(=O)c2ccccc2)cc1
    -1.6, 5, 0.0, 6
> O=C1Nc2cc(C(=O)N3CCN(c4ccccn4)CC3)ccc2Sc2ccccc21
    0.8, -9, -0.1, 1
> COc1ccc(Oc2cc(Nc3ccc(OC)cc3C(N)=O)c(Cl)cn2)cc1
    1.4, 1, -0.2, 7
> O=C(O)c1ccc(NS(=O)(=O)c2ccc(Br)c(C(=O)Nc3ccccc3)c2)cc1
    -0.4, -4, -0.1, -7
> CCOC(=O)C1=C(C)NC(=O)NC1c1cc(OCC)c(O)c(Br)c1Cl (stereo unspecified)
    1.1, -15, 0.0, -6

(continued)
Sequence of screens: GPR151 activ, MITF primary, FBW7 act, TEAD-YAP inh
> Clc1ccc(C=NC23CN4CN(CN(C4)C2)C3)cc1
    -0.4, -5, 0.0, 5
> CCC(=O)n1nc(-c2cccnc2)nc1NCc1ccc(OC)cc1
    -0.6, 3, 0.0, 6
> O=[N+]([O-])c1ccc(S(=O)(=O)CC2CSc3ncnc4ncn2c34)cc1 (stereo unspecified)
    4.1, -5, -0.2, -4
> Cc1cc(Nc2ccc3c(c2)OCCO3)c2cccc(C)c2n1
    -2.5, 10, -0.2, -6
> CCc1ccccc1-n1c(C)cc(/C=C2\C(=O)NC(=O)N(C)C2=O)c1C
    0.5, 1, -0.6, 4
> O=C(O)CCC(=O)Nc1cccnc1
    1.7, -6, -0.2, -1
> COc1ccc(OCC(=O)N/N=C/c2cc([N+](=O)[O-])ccc2O)cc1
    -1.2, 33, -0.3, 19
> CCOc1ccc2oc(C(=O)OCC(N)=O)c(C)c2c1
    -1.0, -7, -0.1, -19
> Cc1ccc(NC(=O)Cc2noc3ccccc23)nc1
    -1.2, -4, -0.1, -22
> O=C(/C=C1\SC(=O)NC1=O)Nc1ccc(O)cc1
    0.8, 5, -0.1, 6
> CC(C)n1c(N2CCN(c3ccccn3)CC2)nc2c(NCc3cccnc3)ncnc21
    0.4, 11, 0.1, -10
> COc1ccccc1CNC(=O)C1CN(c2nc3ccccc3s2)C1
    0.9, 3, 0.2, -17
> Cc1ncc([N+](=O)[O-])n1CCn1c([N+](=O)[O-])cnc1C
    2.6, -6, -0.3, -2
> COc1cc(NC(=O)Cc2cn(-c3ccc(Cl)nn3)c3ccccc23)cc(OC)c1OC
    0.0, -1, -0.1, 8
> Cc1ccc2c(c1)C=C[C@H]1N2[C@H](C(=O)c2ccccc2)[C@@H](c2ccc(Br)cc2)C1(C#N)C#N
    0.3, -9, 0.0, -23

(listing goes on)
Sequence of screens: GPR151 activ, MITF primary, FBW7 act, TEAD-YAP inh
> Cc1ccc(S(=O)(=O)NCCSc2nnc(Nc3ccccc3)s2)cc1
    2.3, 26, 0.2, 11
> CCC(C(=O)Nc1cc(F)cc(F)c1)c1ccccc1 (stereo unspecified)
    1.4, 10, 0.2, 5
> O=C(O)c1ccc(NNC(=O)c2ccc(Cl)c(Cl)c2)cc1
    -3.2, 17, 0.2, -2
> O=C(COC(=O)c1cccs1)NCc1ccco1
    0.3, -21, -0.2, -3
> CCCOc1ccc(C2(CNC(=O)Cc3ccc(OC)c(OC)c3)CCCC2)cc1
    -2.1, 9, 0.2, -8
> CC(C)(C)NS(=O)(=O)c1ccc(NC(=O)Cc2ccc(Br)cc2)cc1
    -0.7, 11, 0.0, 6
> O=C1/C(=C/c2ccc3nccnc3c2)Cc2ccccc21
    0.9, 16, 0.1, -3
> Cc1cc(=O)c(OCc2ccc(F)cc2)cn1CC(=O)Nc1ccc(F)cc1F
    0.2, 11, 0.0, -4
> CCOC(=O)N1CCC(=C2c3ccc(Cl)cc3CCc3cccnc32)CC1
    2.6&-0.2&1.2&-0.5&0.5, 2&19&-3&-5&10, -0.1&-0.1&-0.2&-0.1&0.0, 1&-1&5
> Cc1ccc(C)c(C(=O)NCC(O)c2ccc(C)o2)c1 (stereo unspecified)
    0.0, -1, -0.1, 3
> O=C(NCCCN1CCCC1=O)c1ccc2nc(NCc3ccc4c(c3)OCO4)sc2c1
    -1.6, -2, 0.1, -11
> Cn1c(C(C#N)C(=O)c2ccc3c(c2)S(=O)(=O)c2ccccc2C3=O)nc2ccccc21 (stereo unspecified)
    1.8, 38, 0.2, 2
> CCCc1nnc2sc(NC(=O)c3cc(OCC)c(OCC)c(OCC)c3)nn12
    0.0, 13, 0.7, 0
> CC(NC(=O)c1ccccc1NC(=O)CSc1nnc(N)s1)c1ccccc1 (stereo unspecified)
    0.5, 4, 0.0, 8
> CCc1cccc2c1N=C/C2=C\c1c(O)n(Cc2ccccc2)c(=O)[nH]c1=O
    -2.1, 3, -0.5, -9

Next part.
Sequence of screens: GPR151 activ, MITF primary, FBW7 act, TEAD-YAP inh
> CC(C)Oc1cccc(C(=O)NC2CCCC2)c1
    -1.8, 15, 0.1, -30
> COc1cccc(C2CC(=O)Nc3cc(OC)c(OC)c(OC)c32)c1OC (stereo unspecified)
    0.1, -5, -0.1, 8
> CC(=O)Oc1ccc(N2C(=O)C3C4C=CC(C5CC45)C3C2=O)cc1[N+](=O)[O-] (stereo unspecified)
    0.0, 1, -0.1, -7
> Cc1cc2c(Nc3ccc(F)cc3F)ncnc2s1
    1.8, -10, 0.0, -39
> Cc1cc(C)c2c(NCc3c(O)ccc4ccccc34)n[nH]c2n1
    -0.8, 4, 0.1, -9
> CCCOC(=O)c1cccc(NC(=O)Nc2ccccc2)c1
    0.2, 4, 0.6, 22
> O=c1[nH]c(SCc2cccc(F)c2)nc2[nH]ncc12
    1.4, 2, -0.1, -19
> CCOC(=O)c1nnn(-c2nonc2-n2cccc2)c1C
    1.4, -14, 0.2, -16
> COC(=O)c1ccccc1NC(=O)c1cnc(SC)nc1C
    3.6, 5, 0.0, 3
> Cc1ccc(CC(=O)Nc2nnc(-c3cc(C)n(C)n3)o2)c(C)c1
    0.3, -10, -1.0, 10
> C/C(CC(=O)Nc1ccc(F)cc1)=N\NC(=O)c1cccc(O)c1
    -2.6, -4, 0.0, 16
> Cc1ccc(C(=O)NCC2CCC3(CCN(C(=O)CC(C)C)CC3)O2)cc1 (stereo unspecified)
    -1.5, 1, 0.2, 13
> Cn1c(C(=O)O)cc2oc3ccccc3c21
    1.8, -4, 0.4, -10
> O=C(NC1CCCCC1)c1ccc(Sc2ccc(Br)cc2)c([N+](=O)[O-])c1
    0.2, -4, 0.3, -16
> CCN(Cc1ccccc1)S(=O)(=O)c1c(N)n(C)c(=O)n(C)c1=O
    0.1, -5, 0.0, -10

One compound at a time, as listed above.
`COc1ccc(OCCn2c(NC(=O)c3ccco3)nc3ccccc32)cc1` is listed as GPR151 activ = 1.1; MITF primary = 4; FBW7 act = -0.4; TEAD-YAP inh = 6
`Cn1c(C(=O)O)cc2oc3ccccc3c21` is listed as GPR151 activ = 1.8; MITF primary = -4; FBW7 act = 0.4; TEAD-YAP inh = -10

Returning to the listing, repeating the 3 entries before the break.
Sequence of screens: GPR151 activ, MITF primary, FBW7 act, TEAD-YAP inh
> Cn1c(C(=O)O)cc2oc3ccccc3c21
    1.8, -4, 0.4, -10
> O=C(NC1CCCCC1)c1ccc(Sc2ccc(Br)cc2)c([N+](=O)[O-])c1
    0.2, -4, 0.3, -16
> CCN(Cc1ccccc1)S(=O)(=O)c1c(N)n(C)c(=O)n(C)c1=O
    0.1, -5, 0.0, -10
> O=C1CCCN1CCCNc1nc2nonc2nc1N1CCSCC1
    0.2, 11, 0.1, 9
> CCCNC(=O)c1oc(=O)c2ccccc2c1-c1ccc(C)cc1
    0.1, 5, 0.2, -10
> C[C@H]1NC(=O)[C@@H]2C[C@H](NCc3ccc(CN4CCCCC4)s3)CN2C1=O
    -0.7, 8, 0.7, 1
> O=C(CSc1nc2ccc(NC(=O)CCc3ccccc3)cc2s1)NCCc1ccccc1
    0.4, 16, 0.8, -11
> Cc1c(Cl)cccc1NC(=O)C1C(C(=O)O)C2C=CC1C21CC1 (stereo unspecified)
    -0.8, 23, 0.2, -4
> CCc1cc(C(=O)CCC(=O)OC)c(CC)s1
    -2.5, 25, 0.3, 10
> COC1CCCC(C(=O)NCCn2nc(-c3ccco3)ccc2=O)C1 (stereo unspecified)
    1.1, -15, -0.1, -7
> O=C(Nc1c2c(nn1-c1ccc(Oc3ccccc3)cc1)CSC2)C1CC1
    -0.8, 12, 0.5, -8
> Cc1cc2ccccc2c(=O)n1CC(=O)NCCCN1CCCCCC1
    -0.9, 9, 0.3, 6
> CCc1cc(SC#N)cc(CC)c1N
    -0.7, -5, -0.5, -6
> O=C(NCCn1ncc2c(=O)n(Cc3cccc(Cl)c3)cnc21)c1c(F)cccc1F
    -0.3, -18, 0.3, 4
> CCc1ccc(C(=O)N2CCN3C(=O)[C@H]([C@@H](C)OCc4ccccc4)NC(=O)[C@H]3C2)cc1
    -0.1, -5, 0.2, -5
> COc1ccc(Cn2cnc3c(oc4ccccc43)c2=O)cc1
    0.9, -12, -0.1, -4
> CCCn1nnc(NC(=O)COc2cccc(C)c2)n1
    1.2, 4, 0.1, 1
> Cc1[nH]n(-c2cccc(Cl)c2)c(=O)c1C=Nc1cccc(N)c1
    1.9, 2, -0.1, 5

(next part)
Sequence of screens: GPR151 activ, MITF primary, FBW7 act, TEAD-YAP inh
> CCOc1ccc(C(=O)NC(=S)Nc2ccc(NC(=O)CC)cc2)cc1
    -1.6, -3, 0.2, -9
> O=C(O)c1ccc(F)c(S(=O)(=O)NCc2ccc(Cl)c(Cl)c2)c1
    0.8, 23, 0.2, 3
> CCOc1cc(CNCCO)cc(Br)c1OC(C)C
    2.1, -27, 0.0, 1
> O=c1c(C=NCCCn2ccnc2)c(CSc2ccc(Cl)cc2)[nH]n1-c1nc2ccccc2s1
    -0.5, -6, -0.1, 10
